Cav3 T inh = human Cav3.2 channel inhibition, primary screen; 100,000 compounds, 4% hits; O95180; Cav3.2-expressing cells, Fluo-4 calcium fluorescence FDSS; hits give low values; B-score at 10 µM;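 active means single-dose well whose peak fluorescence ratio is a statistical outlier from its plate by either plate-standardised score or position-corrected B-score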
An asterisk follows results filed as active.

Cav3 T inh,structure
-1.1,Cc1[nH]c2c(Br)cccc2c1[C@H]1[C@@H](CC#N)C1(C)C
0.04,CC(=O)c1ccc(OCCCC(=O)n2nnc3ccccc32)cc1
1.4,COc1cc(-c2nnc(-c3cc(OC)c(OC)c(OC)c3)o2)cc(OC)c1OC
-1.4,CC1Cc2ccccc2N1S(=O)(=O)c1cccc2nsnc12 (stereo not given)
-1.1,COc1ccc(OC)c(-c2cn(S(=O)(=O)c3ccccc3)nc2N)c1
0.98,NC(=O)C1(N2CCCCC2)CCN(Cc2nc3ccccc3c(=O)[nH]2)CC1
0.9,O=c1c(-c2ccc(Cl)cc2)coc2c(CN3CCOCC3)c(O)ccc12
-0.36,c1nc(N2CCCC2)c2[nH]cnc2n1
0.45,CCNC(=O)C1(c2ccccc2)CCCC1
0.44,CCOC(=O)CN1C(=O)NC2NC(=O)NC21 (stereo not given)
0.54,O=C(CSc1nnc(-c2ccccc2)o1)N1CCN(c2ccccc2)CC1
-1.3,COC(=O)C[C@H]1c2cc(C(F)(F)F)ccc2S(=O)(=O)N1C(C)(C)C
-1.3,O=C(OCC(=O)N1CCN(c2ccccc2)CC1)c1cccc(Cl)c1
0.79,Cn1cc(S(=O)(=O)N2CCN(Cc3ccccc3)CC2)c(=O)n(C)c1=O
-0.43,O=C1NCCCC1C(=O)NCCN1C(=O)CCC1=O (stereo not given)
-2,Cc1ccc(/C=N/N2CCN(Cc3cccc4ccccc34)CC2)o1
1.3,CCN(CC)S(=O)(=O)c1ccc(N2CCOCC2)c(NC(=O)C(=O)c2c(-c3ccccc3)cc3ccccn23)c1
-0.12,Clc1ccc(-c2cc3ccccc3[nH]2)cc1
-1,Cc1cc(C)cc(NC(=O)CSCc2nc3c(nnn3Cc3ccc(F)cc3)c(=O)[nH]2)c1
-0.83,O=C1SC(c2ccccc2)=C/C1=C\N1CCCCC1
0.8,Nn1c(SCC(=O)NC2CCCCC2)nnc1C1CC1
-0.84,COC/C=C/C1=CC2=CC(=O)C(C)(OC(=O)c3cnc4ccccc4n3)C(=O)C2=CN1Cc1ccc(OC)cc1 (stereo not given)
0.12,O=C(CN1C(=O)NC2(CCCCCC2)C1=O)N1CCN(S(=O)(=O)c2ccc(Cl)cc2)CC1
-0.23,COc1ccc(OC)c(NC(=O)Cn2cnc3c(cnn3-c3ccccc3)c2=O)c1
-0.96,COc1ccccc1C(O)P(=O)(OC(C)C)c1ccc(N(C)C)cc1 (stereo not given)
-0.12,CCOC(=O)C(CCC(=O)O)(CCC(C)C)c1csc(N)n1 (stereo not given)
0.091,N=P(N1CCOCC1)(N1CCOCC1)C12CC3CC(CC(C3)C1)C2
0.17,Cc1ccc(S(=O)(=O)N2CC(O)CC2C(=O)Nc2ccc3c(c2)CCC3)cc1 (stereo not given)
0.56,C=CCOC(=O)CCCC(=O)NC1CCCCC1
0.27,COc1ccc(NS(=O)(=O)c2ccc(NC(=O)C3CCCO3)cc2)cc1 (stereo not given)
0.097,COc1ccccc1Oc1ccc(S(=O)(=O)N2CCOCC2)cc1S(=O)(=O)N1CCOCC1
-0.55,C=CCN1C(=O)CSC1=Nc1cccc(O)c1
0.51,Cc1ccccc1C(=O)Nc1ccc(-c2nc3ccc(C(=O)c4ccccc4)cc3[nH]2)cc1
1,C=C1CCN([C@H](C(=O)NCc2cc(OC)c(OC)c(OC)c2)C(C)C)S(=O)(=O)c2ccccc21
-0.26,Cc1nc2sc(C(c3ccc(C(C)C)cc3)N3CCN(CCO)CC3)c(O)n2n1 (stereo not given)
0.41,CC(C)Oc1ccc(CNCC2(O)CCOC(C)(C)C2)cc1 (stereo not given)
0.47,Cc1cc(NC(=O)c2nn(C)c(C)c2[N+](=O)[O-])no1
1.7,CCOc1ccc(C(=O)O)cn1
-0.34,O=C(O)C1C2CCC(O2)C1C(=O)Nc1cnn(Cc2ccccc2)c1 (stereo not given)
0.0079,N#Cc1c(N)n(CCOC(=O)c2cccc(Br)c2)c2nc3ccccc3nc12
-0.32,O=[N+]([O-])c1ccc(NC(=S)NCCc2ccc(Cl)cc2)cc1
-8.3*,O=C(NCc1ccco1)C1CCN(c2nc3ccccc3n2Cc2ccc(F)cc2)CC1
0.84,Cn1c(=O)cc(SCC(=O)N2CCN(c3ccccc3)CC2)c2ccccc21
0.63,Cc1ccc(S(=O)(=O)N2CC(=O)Nc3ccccc32)cc1C
-3.2,O=C(c1ccc(COc2ccccc2Br)o1)N1CCN(c2ccccn2)CC1
-0.53,CC(=O)C1=C(C)OC(N)=C(C#N)C1c1cc2cccc(C)c2nc1Cl (stereo not given)
-7*,Cc1cc(C(=O)Cn2nnc3ccccc3c2=O)c(C)n1-c1ccccc1F
0.58,COc1ccc(C)cc1NC(=O)COC(=O)c1c(C)noc1C
-0.53,O=C(NCc1ccc2c(c1)OCO2)C1CC(=O)N(C2CCCCCCC2)C1 (stereo not given)
-4,CCc1ccccc1NC1c2ccccc2C(=O)N1Cc1ccco1 (stereo not given)

Some of the entries so far, as a markdown table.
| compound | Cav3 T inh |
| --- | --- |
| O=C(CN1C(=O)NC2(CCCCCC2)C1=O)N1CCN(S(=O)(=O)c2ccc(Cl)cc2)CC1 | 0.12 |
| CCOC(=O)C(CCC(=O)O)(CCC(C)C)c1csc(N)n1 (stereo not given) | -0.12 |

Some of the entries so far, with each value named.
Cn1c(=O)cc(SCC(=O)N2CCN(c3ccccc3)CC2)c2ccccc21
  Cav3 T inh: 0.84

Cc1ccc(S(=O)(=O)N2CC(=O)Nc3ccccc32)cc1C
  Cav3 T inh: 0.63

O=C(c1ccc(COc2ccccc2Br)o1)N1CCN(c2ccccn2)CC1
  Cav3 T inh: -3.2

CC(=O)C1=C(C)OC(N)=C(C#N)C1c1cc2cccc(C)c2nc1Cl (stereo not given)
  Cav3 T inh: -0.53

The list goes on:
Cav3 T inh,structure
0.13,CCOCCn1c(SCc2cccc(C)c2)nc2c1c(=O)[nH]c(=O)n2C
0.39,O=C1CSC(c2ccccc2F)N1CCN1CCCCC1 (stereo not given)
1.6,COc1cccc(C(C(=O)NCc2ccco2)N(C(=O)Cn2nnc3ccccc32)C2CC2)c1OC (stereo not given)
-0.26,Cc1nc(N)sc1-c1csc(Nc2ccc(Cl)cn2)n1
-0.044,Cc1cc(=O)c2c(o1)CC(C)(C)CC2=O
-0.69,O=C(Nc1ccccn1)NC(C(F)(F)F)C(F)(F)F
0.44,CCc1nc(Nc2ccc3nccnc3c2)c2oc3ccccc3c2n1
0.11,CSc1nnc2c(n1)c(C)nn2-c1cccc(C)c1
0.64,Cc1ccc(Cn2ccc(NC(=O)C3C4CCC(C4)C3C(=O)O)n2)cc1 (stereo not given)
0.45,CCOC(=O)CC1C(=O)NCCN1S(=O)(=O)c1ccc(Cl)cc1Cl (stereo not given)
-6.5*,COc1ccc(NC(=S)NCCSc2ccc(C)cc2)c(OC)c1
-2.7,CC(C)(C)NC(=O)NC(=O)CN1CCN(c2ncc(C(F)(F)F)cc2Cl)CC1
0.03,CC1(C)Cc2c(C#N)c(NCCCO)nc(-c3ccccc3)c2CO1
-1.3,COC(=O)c1sc2ncccc2c1OCc1c(Cl)cccc1Cl
-2.6,O=C(c1cccs1)N1CCc2c([nH]c3ccccc23)C1c1ccc(Cl)cc1 (stereo not given)
0.6,COc1ccc(-n2nc(C(=O)NCC(=O)NCc3ccco3)c3ccccc3c2=O)cc1
1,Cn1c(C(N)=O)cnc1Sc1ncc(C(F)(F)F)cc1Cl
0.69,Cc1nnc(-c2cnn(-c3ccccc3)c2N)n1Cc1ccccc1
0.66,CCn1c(CNc2ccc(OC)cc2)nnc1SCC(=O)N1CCCc2ccccc21
0.0059,CCn1c(C)cc2c(c1=O)C(c1ccccc1Br)C(C#N)=C(N)O2 (stereo not given)
-1,CC(C)n1c(SCCCc2ccccc2)nc2c1c(=O)[nH]c(=O)n2C
-8.4*,COc1ccc(-c2nnc(SCc3nnc(-c4ccc(Cl)cc4)o3)n2-c2ccccc2)cc1
0.83,COC(=O)C1=C(C(=O)OC)[C@@H]2Nc3ccccc3[C@@]23C[C@@H](C(=O)OC)N(C(=O)c2cc(C)oc2C)C3=N1
1,Cc1nnc(SCC(=O)N2CCC(c3noc4ccc(F)cc34)CC2)s1
-0.074,NC(=O)CSc1nnnn1-c1ccc2c(c1)OCCO2
-0.83,CCN(CC)S(=O)(=O)c1ccc(S(=O)(=O)Nc2ccc3c(c2)oc2ccccc23)cc1
0.87,COC(=O)c1ccccc1NC(=O)C(C)NS(=O)(=O)c1ccc(OC)cc1 (stereo not given)
0.72,Cc1ccc(S(=O)(=O)NCCCOC(=O)Nc2ccncc2)cc1
1.1,CCOC(=O)C1NC(=O)CC1c1ccccc1 (stereo not given)
0.65,O=C(CN1CCN(c2ccccn2)CC1)NC1CCCCC1
-1.6,CCCCOC(=O)CCn1c(=S)oc2ccccc21
-1.9,O=C(Nc1nc(-c2ccc(S(=O)(=O)N3CCCCCC3)cc2)cs1)c1cccs1
0.83,COc1ccccc1N(CCC#N)C(=O)CSc1ccc2c(c1)OCCO2
1.5,CCn1c(C)[n+](CCCS(=O)(=O)[O-])c2cc(Cl)c(Cl)cc21
-2.1,O=C(Nc1nc(COc2ccccc2)cs1)C12CC3CC(CC(C3)C1)C2
-1.5,CC1Cc2ccccc2N1c1ncnc2c1nnn2Cc1ccccc1 (stereo not given)
-0.51,O=C(COc1ccccc1Cl)NCCCN1CCOCC1
0.26,CC1(C(=O)O)Sc2[nH]c(=O)sc2C2c3ccccc3OC(=O)C21 (stereo not given)
1.3,Cc1noc(C)c1COC(=O)C1CC(O)CN1S(=O)(=O)c1ccc(Cl)cc1 (stereo not given)
0.019,CCOc1cc(/C=C(\C#N)c2[nH]nc(N)c2C#N)ccc1O

Ordered by heavy-atom count (low to high): 7 of the compounds above
Cav3 T inh,structure
-1.6,CCCCOC(=O)CCn1c(=S)oc2ccccc21
-0.51,O=C(COc1ccccc1Cl)NCCCN1CCOCC1
0.019,CCOc1cc(/C=C(\C#N)c2[nH]nc(N)c2C#N)ccc1O
0.26,CC1(C(=O)O)Sc2[nH]c(=O)sc2C2c3ccccc3OC(=O)C21 (stereo not given)
-2.1,O=C(Nc1nc(COc2ccccc2)cs1)C12CC3CC(CC(C3)C1)C2
1.3,Cc1noc(C)c1COC(=O)C1CC(O)CN1S(=O)(=O)c1ccc(Cl)cc1 (stereo not given)
-1.9,O=C(Nc1nc(-c2ccc(S(=O)(=O)N3CCCCCC3)cc2)cs1)c1cccs1

New compounds follow:
Cav3 T inh,structure
0.3,Cc1c(Cl)cccc1Nc1nc(N)nc(CSc2ncccn2)n1
0.23,CN(C)c1nc(N)nc(Cn2ccnc2)n1
-0.44,CCOC(=O)c1ccccc1N/C=C1\CCCC1=O
-3.1,COC(=O)C1=C(Cn2cnc3ccccc32)NC(=O)NC1c1cc(C)ccc1C (stereo not given)
-0.29,Cc1ccccc1-c1nc2sc(-c3ccccc3)cc2c(=O)o1
0.04,O=C(OCC(=O)c1ccc[nH]1)c1ccc(S(=O)(=O)N2CCCCCC2)cc1
-0.042,COc1cc(OC)c2c(-c3ccccc3)cc(=O)oc2c1C(CC(=O)N1CCCC1)c1ccc2c(c1)OCO2 (stereo not given)
-8.5*,Cc1ccc(-c2noc(CN(C(=O)C(c3ccccc3)c3ccccc3)C(C)C)n2)cc1
0.13,CC(C)C(C(=O)Nc1ccc(S(=O)(=O)N2CCOCC2)cc1)N1C(=O)c2ccccc2C1=O (stereo not given)
-4,CCCCCC(=O)N1CCCC(c2nc(-c3ccc(OC)cc3)no2)C1 (stereo not given)
1.4,COc1ccc(S(=O)(=O)N(C)CC(=O)N2CCN(c3ccc(F)cc3)CC2)cc1OC
-0.94,CCOC(=O)c1ccc2nc(C)c3c(c2c1)OC(C)C3 (stereo not given)
-1.7,CC1CCCCN1CC(=O)Nc1ccc(Oc2ccccc2)cc1 (stereo not given)
-1.5,NCC/C=C1/c2ccccc2CSc2ccccc21
0.34,O=C(NC1CC1)C1=C[C@H](c2coc3ccccc3c2=O)C[C@H](OCc2ccc(CO)cc2)O1
-0.87,O=C(Cn1nnc(-c2ccccc2F)n1)NCCc1ccccc1
-0.48,Cc1onc(-c2c(Cl)cccc2Cl)c1C(=O)NCC1CCCO1 (stereo not given)
-2,Cc1cc(/C=C(\C#N)C(=O)NCc2ccco2)c(C)n1C1CCCC1
-4.2,COC(=O)c1c(NS(=O)(=O)Cc2ccccc2)sc2c1CCCC2
-0.28,O=C(NC1CCCCC1)c1ccc(S(=O)(=O)N2CCCCC2)cc1
0.54,Cn1nccc1C(=O)Nc1ccccc1C(=O)O
-0.16,C=COCCNC(=O)C(=O)NCC(C)C
0.036,CCN(Cc1ccccc1)C(=O)C1CCN(Cc2ccc(OC)c(OC)c2OC)CC1
-0.66,Brc1ccccc1C1=Nn2c(nnc2-c2ccccc2)SC1
0.62,O=c1c2cnn(-c3ccccc3)c2nnn1/N=C/c1cccnc1
0.19,CC(=O)NCCn1c(C)cc2ccccc21
-0.86,O=C(CN1C(=O)c2cccc3cccc1c23)Nc1ccc2c(c1)OCO2
2.6,CCOC(=O)N1CCN(c2cc(=O)n(C3CCCCC3)c(=O)[nH]2)CC1
-1.8,CCCCn1c(SCc2nc3ccccc3s2)nc2cc(S(N)(=O)=O)ccc21
-0.26,C/C(Sc1nnc(Cc2ccccc2)o1)=C(/O)c1ccccc1
1.1,Nc1ccc(Nc2nc(-c3ccncc3)cs2)cc1
0.4,Cn1c(SCc2nc3ccccc3[nH]2)nnc1-c1cccnc1
-0.41,CC1(c2ccccc2)NC(=O)N(CC(=O)Nc2cccc(C#N)c2)C1=O (stereo not given)
1.1,Cc1c(N=Cc2c(O)n(C)c(=O)c3ccccc23)c(=O)n(-c2ccccc2)n1C
-1.8,Cc1ccc(CNC(=O)C2CC(c3cccc(F)c3)=NO2)cc1 (stereo not given)

Grouped by structure: the entries above containing a nitro group on carbon
Cav3 T inh,structure
0.47,Cc1cc(NC(=O)c2nn(C)c(C)c2[N+](=O)[O-])no1
-0.32,O=[N+]([O-])c1ccc(NC(=S)NCCc2ccc(Cl)cc2)cc1

This is a subset; rates above refer to the full screens.
